Screening results: PubChem, several laboratories
CaV13 ICDI inh – Primary screen for inhibitors of IQ motif and Ca2+-dependent inactivation inhibitor domain binding in CACNA1D, Förster resonance energy transfer in living cells, …; HEK cells, CFP/YFP FRET ICDI-IQ, plate reader, 10 min; percent FRET-ratio fall versus neutral wells; inhibition, % at 12.3 µM; 0.098% of 340,000 active;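 active means mean replicate inhibition of at least 30% and at least 1% of replicates passing that level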;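 further: 0% = median of the neutral control wells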
Shn3 3UTR inh – inhibitors of Schnurri-3 3'UTR reporter in osteoblasts; Clone20 osteoblast Shn3 3'UTR firefly luciferase, 24 h; inhibition, % at 12.5 µM; 0.52% of 360,000 active; AID 588674;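 active means mean inhibition of at least 75% with every replicate also reaching 75%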;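 further: 0% = median of neutral control wells and 100% = pilot-screen positive control compound; some compounds past the cut are filed as inactive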
Vif inh – HIV Vif inhibition. inhibition, % at 7.49 µM. 0.35% of 340,000 active. HEK293T cells, Vif self-association by quenched fluorescence, imaging, 24 h. AID 602346; in the data active means inhibition above about 50%, passing the limit was not always enough; further: some results filed as inactive read as strong as hits
NR2E3 ag-1 – activates human photoreceptor nuclear receptor NR2E3; GST-NR2E3/biotin-RetCOR TR-FRET, 1536-well; inhibition of corepressor binding, % at 4.78 µM; Q9Y5X4; AID 2300; 0.12% of 320,000 active;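 active means percent inhibition above the cutoff of mean plus 3 SD of all tested compounds, set per screening campaign, cut at about 20% in these data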;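 further: 0% = DMSO wells and 100% = biotin wells as full block of FRET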
Target sequence (Q9Y5X4 whole entry, looked up): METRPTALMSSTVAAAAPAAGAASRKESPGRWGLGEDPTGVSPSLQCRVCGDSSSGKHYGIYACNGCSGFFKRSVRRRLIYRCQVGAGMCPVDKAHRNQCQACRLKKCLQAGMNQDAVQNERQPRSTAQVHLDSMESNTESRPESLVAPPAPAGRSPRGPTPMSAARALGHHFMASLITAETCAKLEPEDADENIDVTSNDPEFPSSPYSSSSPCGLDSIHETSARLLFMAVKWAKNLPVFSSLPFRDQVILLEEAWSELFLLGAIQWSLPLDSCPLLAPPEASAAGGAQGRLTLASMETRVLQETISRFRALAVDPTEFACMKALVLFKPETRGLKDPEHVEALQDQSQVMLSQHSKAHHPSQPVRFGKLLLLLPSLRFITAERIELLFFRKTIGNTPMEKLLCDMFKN
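Material: NR2E3–RetCOR corepressor complex / Incubation: Compound–protein incubation for 5 h at 4 °C / Dosing: compound at 4.8 µM, single dose / Detection: time-resolved FRET / Benchmarks: high control biotin, low control 0.6% DMSO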
PDI inh – inhibitors of human protein disulfide isomerase. P07237. PDI insulin aggregation turbidity, A650, 90 min. inhibition, % at 10 µM. 0.052% of 350,000 active;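 active means mean inhibition across replicates of 30% or more, whatever share of single replicates reach that level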;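 further: absorbance from insulin aggregation driven by PDI reduction with DTT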
Target sequence (P07237 whole entry, looked up): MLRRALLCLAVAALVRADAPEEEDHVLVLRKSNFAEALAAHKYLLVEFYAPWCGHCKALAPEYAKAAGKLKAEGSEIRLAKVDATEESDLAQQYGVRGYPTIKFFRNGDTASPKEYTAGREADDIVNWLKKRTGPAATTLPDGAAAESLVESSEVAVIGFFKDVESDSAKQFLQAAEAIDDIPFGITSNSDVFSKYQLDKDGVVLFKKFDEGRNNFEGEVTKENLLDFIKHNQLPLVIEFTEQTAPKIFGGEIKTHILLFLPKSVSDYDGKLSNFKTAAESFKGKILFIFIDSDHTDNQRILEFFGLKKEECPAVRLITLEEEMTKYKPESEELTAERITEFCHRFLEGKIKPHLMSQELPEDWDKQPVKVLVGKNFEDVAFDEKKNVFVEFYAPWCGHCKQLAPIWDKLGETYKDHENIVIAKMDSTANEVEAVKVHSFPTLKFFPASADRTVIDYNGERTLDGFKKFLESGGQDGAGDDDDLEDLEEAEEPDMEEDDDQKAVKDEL
NR2E3 ag-2 – agonists of human NR2E3 nuclear receptor | Q9Y5X4 | CHO-S Gal4-NCOR/VP16-NR2E3 two-hybrid, luciferase | inhibition of corepressor binding, % at 3.98 µM | 0.35% of 360,000 active | AID 602229;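 active means inhibition above the mean of all tested compounds plus 3 SD, cut at about 70% in these data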;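 further: 0% = DMSO with NR2E3 transfected cells and 100% = cells lacking NR2E3 construct; higher means lower luciferase signal from less NR2E3 corepressor binding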
HIF-2a block – HIF-2a inhibition. 0.72% of 360,000 active. inhibition, % at 18.8 µM. 786-0 RCC cells HIF-2a reporter, luciferase luminescence, overnight. AID 624352;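 active means inhibition of the luminescence signal of 40% or more relative to plate controls, in a single-dose primary screen at 18.75 µM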
KKLEB tox – reduces viability of KKLEB cystic fibrosis airway cells; KKLEB CF airway cells viability, ATPlite luminescence, overnight; hits give low values; cells stimulated with P. aeruginosa culture filtrate; activity change (cytotoxicity), % at 5 µM; 0.36% of 360,000 active;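 active means corrected activity change at or below -50% at 5 µM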
CF NFkB inh – blocks PAF-induced NF-kB reporter in cystic fibrosis cells. 0.86% of 360,000 active. inhibition, % at 5 µM. KKLEB NF-kB-GFP reporter, GFP fluorescence overnight. AID 588850;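 active means at least 50% inhibition at 5 µM, scaled per plate between neutral and stimulator controls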;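 further: PAF is a Pseudomonas aeruginosa culture filtrate used as stimulus; plate controls were PAF-stimulated DMSO wells for no effect and unstimulated DMSO wells for full effect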
Peg3 promoter – reduces Peg3 promoter-driven luciferase expression in HeLa | inhibition, % at 20 µM | AID 588405 | HeLa PEG-Prom luciferase reporter, luminescence, overnight | 1.7% of 360,000 active;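 active means inhibition of at least 50% at 20 µM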
MITF TRPM1 inh – inhibitors of MITF-driven TRPM1 promoter in melanoma cells. SK-MEL-5 TRPM1 promoter luciferase, 24 h. inhibition, % at 12.5 µM. 0.83% of 330,000 active;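 active means mean inhibition across replicates of 60% or more, whatever share of single replicates reaches that level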; further: values of inactives mirror those of a sister screen read the other way
Starred values were filed as active, the others as inactive; i = inactive; . = not tested or not shown.

SMILES | CaV13 ICDI inh | Shn3 3UTR inh | Vif inh | NR2E3 ag-1 | PDI inh | NR2E3 ag-2 | HIF-2a block | KKLEB tox | CF NFkB inh | Peg3 promoter | MITF TRPM1 inh
CC(C)c1ccccc1N=C1SCCN1C1CCS(=O)(=O)C1 (stereo unspecified) | 0 | 6 | -12 | -1 | 4 | 8 | 15 | -1 | -5 | 13 | -15
O=C(NC(=S)Nc1ccccc1N1CCOCC1)c1ccccc1F | -3 | -19 | -22 | -1 | -3 | 5 | -1 | -16 | -5 | 5 | -63
Nc1nc(SCC(=O)Nc2cccc(S(=O)(=O)N3CCCCCC3)c2)n[nH]1 | . | 1 | -3 | -1 | -2 | -30 | 11 | -1 | -1 | 14 | 2
CCOc1ccc2c(c1)C(NC(C)=O)C(=O)N2CCN1CCOCC1 (stereo unspecified) | -4 | 14 | -3 | . | 3 | -5 | 11 | 4 | -4 | -3 | 3
O=[N+]([O-])c1cc(S(=O)(=O)Nc2ccccc2)ccc1NCc1ccccc1 | -5 | -13 | 1 | -3 | -3 | -13 | 21 | 8 | -10 | 26 | 8
Cc1c(C(=O)Nc2cnccn2)oc2ccccc12 | -7 | -28 | -5 | 1 | 6 | -53 | -232 | -30 | -6 | -109 | -12
OCCN(Cc1ccccn1)Cc1ccccn1 | . | -10 | 10 | . | . | 13 | 8 | -7 | 3 | 3 | .
COc1ccc(CCNC(=O)CSc2nnc(-c3cccc(F)c3)o2)cc1OC | -9 | -7 | -4 | 0 | -4 | 8 | -10 | 1 | 20 | 2 | 19
CN(Cc1ccccc1)S(=O)(=O)c1nnc(NC(=O)c2ccccc2)s1 | -3 | -6 | -5 | 2 | -2 | 4 | -15 | 0 | 11 | -3 | 8
COc1ccccc1NC(=O)Cn1cc(C(=O)c2ccco2)c2ccccc21 | 1 | 76 | -6 | -1 | -4 | -8 | -4 | 9 | -17 | 2 | 6
CCOc1ccccc1OCCCC(=O)N1CCN(S(=O)(=O)c2ccccc2C#N)CC1 | -13 | 12 | -3 | . | -7 | -1 | 7 | 0 | -2 | 2 | .
COc1ccc(Nc2nc(C)cc(C)c2C(N)=O)cc1OC | -5 | 0 | 4 | 2 | -5 | -12 | 13 | -6 | 12 | 15 | 7

One compound at a time (already shown).
Entry for CC(C)c1ccccc1N=C1SCCN1C1CCS(=O)(=O)C1 (stereo unspecified) : CaV13 ICDI inh = 0; Shn3 3UTR inh = 6; Vif inh = -12; NR2E3 ag-1 = -1; PDI inh = 4; NR2E3 ag-2 = 8; HIF-2a block = 15; KKLEB tox = -1; CF NFkB inh = -5; Peg3 promoter = 13; MITF TRPM1 inh = -15
Entry for O=[N+]([O-])c1cc(S(=O)(=O)Nc2ccccc2)ccc1NCc1ccccc1 : CaV13 ICDI inh = -5; Shn3 3UTR inh = -13; Vif inh = 1; NR2E3 ag-1 = -3; PDI inh = -3; NR2E3 ag-2 = -13; HIF-2a block = 21; KKLEB tox = 8; CF NFkB inh = -10; Peg3 promoter = 26; MITF TRPM1 inh = 8

Additional structures
SMILES | CaV13 ICDI inh | Shn3 3UTR inh | Vif inh | NR2E3 ag-1 | PDI inh | NR2E3 ag-2 | HIF-2a block | KKLEB tox | CF NFkB inh | Peg3 promoter | MITF TRPM1 inh
Cc1nnc(SCC(=O)NCCN2C(=O)CSC2=O)s1 | -4 | -4 | 23 | 0 | -1 | -2 | 3 | -5 | -9 | -6 | 5
COc1ccc(CNC(=O)C2CCNCC2)cc1 | -4 | -5 | 2 | -4 | 5 | 4 | 9 | -13 | 25 | -4 | 2
Cc1ccc2c(c1)=N/C(=N\c1[nH]c(O)c3ccccc13)N=2 | -8 | -20 | i | . | -2 | -85 | 76* | 0 | 37 | 90* | .
c1ccc(Cn2nnc3c(N4CCc5ccccc5C4)ncnc32)cc1 | -3 | 2 | -4 | 1 | 6 | 8 | -37 | -12 | 2 | -12 | -6
O=C(CCN1C(=O)C2CCCCC2C1=O)Nc1cc([N+](=O)[O-])ccc1Cl (stereo unspecified) | -5 | -4 | -2 | 1 | -5 | -16 | 6 | -2 | -20 | 17 | 10
COc1ccc(OC)c(/C=C/C(=O)OCC(=O)NCc2ccco2)c1 | -5 | -5 | -3 | 0 | 4 | 4 | 17 | -1 | -10 | 2 | .
CCOC(=O)c1c(C)[nH]c(C)c1-c1ccccc1OC | -2 | 0 | 3 | 0 | 5 | 14 | 14 | -16 | 10 | 2 | -2
COc1ccc(/C=N/NC(=O)CCc2c(C)n[nH]c2C)cc1O | -4 | 2 | 0 | 2 | -8 | 0 | 12 | 4 | -10 | 9 | -6
Cn1cccc1Cc1nnc(SCC(=O)N2CCN(c3ccccc3)CC2)n1-c1ccc(F)cc1 | -4 | -20 | -4 | 2 | 1 | -16 | 3 | -11 | 9 | 9 | 4
COCc1ccccc1C1=CC(=O)C[C@H](c2ccc(OC)cc2)C1 | -5 | 10 | -3 | 0 | -1 | 17 | -10 | 0 | -7 | 20 | -1
Clc1ccc(OCCn2cnc(Cl)c2Cl)cc1 | -2 | 0 | -2 | -2 | 4 | 9 | -22 | -4 | -21 | -12 | 12
CC1(C)CC(N(Cc2ccccc2)C(=O)Cc2ccccc2)CCO1 (stereo unspecified) | 7 | -2 | 14 | 0 | 3 | 2 | 17 | 4 | -1 | 24 | -13
COC(C[C@H]1O[C@H]1[C@@H](O)[C@H](C)OCc1ccccc1)OC | -6 | -31 | 12 | . | 0 | -21 | 5 | 5 | 1 | -6 | -2
COc1ccccc1C(CC(=O)Nc1nccs1)c1ccco1 (stereo unspecified) | . | 2 | 4 | 0 | -2 | -2 | -30 | 13 | 4 | -23 | 8
CC(C)CC(NC(=O)C1CCC(C)CC1)C(=O)Nc1cccnc1 (stereo unspecified) | -5 | -2 | 8 | 0 | -2 | -16 | 6 | 5 | 5 | 7 | 8
O=C1CCc2cc(S(=O)(=O)Nc3ccc(C(F)(F)F)cc3)cc3c2N1CC3 | -6 | 13 | 3 | 6 | 2 | 24 | 4 | 2 | 10 | -7 | 1
O=C(NC(=S)Nc1cccc([N+](=O)[O-])c1)C1CCCCC1 | -6 | 4 | 0 | 2 | 0 | -13 | -63 | -2 | 0 | -43 | -30
Cn1c(=O)c2c(nc(CN3CCc4ccccc4C3)n2CC(=O)c2ccccc2)n(C)c1=O | -6 | 10 | -2 | -1 | -2 | -48 | 0 | -9 | 17 | 26 | 3
O=C(Nc1cccc(Cl)c1)c1cc(-c2ccco2)on1 | -7 | -2 | 10 | 3 | -3 | -17 | -254 | 4 | 9 | -143 | 7
Cc1cccn2c(=O)c(C(=O)NCCCN3CC(C)CC(C)C3)c(O)nc12 (stereo unspecified) | -14 | 4 | 4 | -3 | -3 | 11 | 0 | 0 | 5 | 2 | 2
COc1ccc(C(=O)N2CCCC(Nc3ccc(C)c(C)c3)C2)cc1 (stereo unspecified) | -6 | -3 | 5 | -1 | 9 | -6 | 5 | 2 | -9 | 13 | 3
CC(=O)Nc1ccc(S(=O)(=O)N(C)Cc2cnn(C)c2)cc1 | -4 | -19 | 3 | 0 | 4 | -6 | -5 | -14 | -6 | 12 | -4
O=C(NC1CCCCC1)N1CCCC(c2nc3ccccc3[nH]2)C1 (stereo unspecified) | -8 | 6 | -4 | 0 | 4 | 3 | -1 | -6 | -6 | 5 | -2
COc1cccc(CN2CCN(Cc3ccc(O)cc3)CC2CCO)c1 (stereo unspecified) | -6 | 10 | . | -2 | -8 | -3 | 16 | -8 | 13 | 2 | -5
COc1cc2[nH]ccc(=O)c2cc1OC | -9 | -13 | 3 | -4 | -4 | -4 | 5 | -11 | -9 | -25 | -1
COc1ccccc1C(=O)n1nc(-c2ccco2)nc1N | . | -4 | -3 | 8 | -15 | -3 | 3 | -6 | 14 | 8 | -2
O=C(NCCc1ccccc1)c1ccc(-c2ccccc2Cl)o1 | -8 | -28 | -4 | 0 | -1 | -115 | -274 | 7 | -8 | -273 | -16
Cc1ccc(Cn2ncc3c(N4CCCC4)ncnc32)cc1 | . | -3 | -6 | -1 | 0 | 11 | 10 | -27 | -2 | 12 | -8
COc1ccc(NC(=O)COC(=O)c2cc(=O)c3ccccc3o2)cc1OC | -2 | -23 | 1 | 3 | 10 | -22 | -8 | -1 | 1 | -27 | -12
C/C(N)=C(/C#N)C(=O)CSc1n[nH]c(-c2cccs2)n1 | 9 | 9 | 1 | -3 | 5 | -25 | -35 | -2 | 10 | -8 | -34
COc1ccc(NS(=O)(=O)c2cc(NC(=O)c3ccc(=O)[nH]n3)ccc2N2CCOCC2)cc1 | -2 | 4 | -11 | 2 | 0 | -10 | 12 | -7 | -8 | 26 | -3
O=C1c2cccnc2C(=O)N1Cc1ccc(Cl)cc1 | -4 | -3 | 2 | -5 | 14 | -14 | -1 | 10 | -6 | 22 | 8
COc1ccc(C2N(c3ccc4c(c3)OCCO4)C(=O)C2(F)F)cc1OC (stereo unspecified) | -7 | 2 | 5 | 2 | -1 | -1 | 17 | 5 | 5 | 15 | 6
CCOC(=O)[C@H]1[C@H]2COc3ccc(OC)cc3[C@@H]2N2C(=O)c3cc(F)c(F)cc3NC(=O)[C@@]12C | -10 | -4 | -4 | 2 | -2 | -6 | -14 | 9 | -28 | -12 | 6
O=C(CSc1ccc2nnc(-c3ccccc3)n2n1)N1CCCc2ccccc21 | -3 | 24 | -3 | 3 | 5 | -13 | 24 | 4 | 6 | 39 | 19

Structures listed so far containing a nitro group on carbon, in the order listed:
SMILES | CaV13 ICDI inh | Shn3 3UTR inh | Vif inh | NR2E3 ag-1 | PDI inh | NR2E3 ag-2 | HIF-2a block | KKLEB tox | CF NFkB inh | Peg3 promoter | MITF TRPM1 inh
O=[N+]([O-])c1cc(S(=O)(=O)Nc2ccccc2)ccc1NCc1ccccc1 | -5 | -13 | 1 | -3 | -3 | -13 | 21 | 8 | -10 | 26 | 8
O=C(CCN1C(=O)C2CCCCC2C1=O)Nc1cc([N+](=O)[O-])ccc1Cl (stereo unspecified) | -5 | -4 | -2 | 1 | -5 | -16 | 6 | -2 | -20 | 17 | 10
O=C(NC(=S)Nc1cccc([N+](=O)[O-])c1)C1CCCCC1 | -6 | 4 | 0 | 2 | 0 | -13 | -63 | -2 | 0 | -43 | -30
